esBAF inh: blocks esBAF chromatin remodeling in mouse ES cells | Bmi1-luciferase knock-in reporter, 24 h; 100% = twice the neutral-well signal | reporter increase, % at 12.5 µM | actives 2% (n = 350,000) | AID 602393; in the data active means activation above about 40%;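 further: 0% = median of the plate's neutral control wells and 100% = double that signal; a rise in the Bmi1 reporter signal indicates esBAF inhibition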
RAD54 inh: RAD54 (human) branch migration inhibition; inhibition, % at 10.4 µM; actives 0.14% (n = 360,000); Q92698; RAD54 Holliday junction branch migration, FAM/BHQ fluorescence; AID 602329;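 active means mean normalized replicate activity at least 40 and at least half of replicates scoring 40 or more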;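 further: 0% = median of neutral control wells and 100% = median of positive control wells; inhibitors cause a drop in the FAM fluorescence signal; in these data hits start at about 50%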
Target sequence (Q92698 whole entry, looked up): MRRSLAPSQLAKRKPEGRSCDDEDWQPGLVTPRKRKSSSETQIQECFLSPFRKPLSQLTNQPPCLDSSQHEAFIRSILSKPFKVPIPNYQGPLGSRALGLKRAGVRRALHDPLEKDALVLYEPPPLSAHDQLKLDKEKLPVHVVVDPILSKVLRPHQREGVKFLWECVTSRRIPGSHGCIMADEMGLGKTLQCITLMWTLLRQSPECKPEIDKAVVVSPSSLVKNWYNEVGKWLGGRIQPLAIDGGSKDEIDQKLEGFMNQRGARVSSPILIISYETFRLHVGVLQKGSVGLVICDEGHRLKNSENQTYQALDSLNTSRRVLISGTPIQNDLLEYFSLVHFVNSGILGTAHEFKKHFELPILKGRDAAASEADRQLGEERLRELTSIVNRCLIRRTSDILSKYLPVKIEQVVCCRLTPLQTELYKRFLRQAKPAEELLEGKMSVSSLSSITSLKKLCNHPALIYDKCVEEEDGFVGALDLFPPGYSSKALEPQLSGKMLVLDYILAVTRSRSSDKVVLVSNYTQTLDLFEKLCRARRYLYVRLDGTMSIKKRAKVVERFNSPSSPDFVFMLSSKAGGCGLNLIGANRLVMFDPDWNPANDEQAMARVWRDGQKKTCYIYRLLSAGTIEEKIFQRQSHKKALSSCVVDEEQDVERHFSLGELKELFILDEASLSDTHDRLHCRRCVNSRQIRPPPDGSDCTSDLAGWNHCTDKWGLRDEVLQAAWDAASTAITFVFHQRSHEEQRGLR
* = called active by the depositor. These rows are one share of the data. The share of hits here may be higher or lower than overall.

Values run as follows: esBAF inh	RAD54 inh
1: O=C(NCCCN1CCCC1)Nc1cccc2ccccc12
    -2	-1
2: Cc1cc(S(=O)(=O)N2CC(=O)N(CCc3ccccc3)C(=O)C2)ccc1F
    -1	0
3: C=C(C)COc1ccc(-c2nc(N)ncc2Oc2ccc(OC)cc2)c(O)c1
    7	-2
4: O=C(O)c1cccc(NC(=O)C2CCCO2)c1 (centres undefined)
    -7	-1
5: Cc1ccc2c(c1)N(CC(=O)OC(CC(C)C)C(=O)NC1CCCC1)C(=O)CO2 (centres undefined)
    2	3
6: O=c1c2c(n3nnnc3n1-c1ccccc1)-c1ccccc1CC21CCCC1
    -1	-5
7: O=C1CC(=C(c2ccccc2)c2ccccc2)C(=O)N1CCN1CCN(c2cccc(Cl)c2)CC1
    8	8
8: Cn1c(=O)oc2cc(C(=O)c3ccccc3)ccc21
    6	-1
9: COc1ccc(CCN2C(=O)c3ccncc3C2=O)cc1OC
    -3	3
10: CC1(C)Cc2c(C#N)c(NCCc3ccccc3)nc(-c3ccco3)c2CO1
    -10	6
11: Cc1cc(C)c(C#N)c(SCc2ccc(C#N)cc2)n1
    -6	-4
12: COc1cccc(-c2sc3ccc(OC)cc3c2-c2ccc(OCCN3CCCC3)cc2)c1
    -2	2
13: c1coc(Cn2c(-c3ccco3)nc3ccccc32)c1
    13	-2
14: CC(=O)C(C)Oc1ncn(-c2ccccc2)n1 (centres undefined)
    21	-2
15: O=P(Cc1nnco1)(c1ccccc1)c1ccccc1
    -9	-29
16: C/C=C\C=C/C(=O)Nc1cccc(C2=NOC3(C2)C[C@@H](C(N)=O)N(C(=O)[C@H]2CCC(=O)N2)C3)c1 (some centres undefined)
    7	-8
17: Cc1ccccc1Oc1ncnc2oc(-c3ccccc3)cc12
    2	5
18: Cc1ccc(S(=O)(=O)N2CCCC(C(=O)NCCc3ccc4c(c3)OCO4)C2)cc1 (centres undefined)
    -1	3
19: Cc1nc2c3ccccc3nc(SCC(=O)c3ccc(Cl)cc3)n2n1
    -9	2
20: CCOC(=O)c1nn(-c2ccc(F)cc2)c(C)c1C(C)=O
    3	8
21: O=C(CCN1CCN(c2ccc(F)cc2)CC1)Nc1ccccc1F
    9	-2
22: Cc1ccc(-c2nc(SCC(=O)N(C)C3CCS(=O)(=O)C3)[nH]c2-c2ccc(C)cc2)cc1 (centres undefined)
    0	13
23: Cn1c(Cc2ccccc2)nnc1SCCC(=O)Nc1ccccc1
    -2	6
24: c1ccc(-n2c(-c3ccncc3)nnc2N2CCOCC2)cc1
    3	3
25: CCOC(=O)C(NCc1ccco1)(NC(=O)c1ccc(OC)cc1)C(F)(F)F (centres undefined)
    2	-6
26: O=c1[nH]c2ccccc2n1CCCOc1ccccc1
    19	-13
27: COc1cccc(CNCCOCCO)c1OC
    0	2
28: Cc1ccc(NC(=O)N2CCC(=O)N2)cc1
    18	-2
29: O=C(CSc1nnc(-c2c[nH]c3ccccc23)n1CC1CCCO1)Nc1ccc2c(c1)OCCO2 (centres undefined)
    17	-3
30: CN(C)c1nc(N)nc(CSc2ccccn2)n1
    6	7
31: COCCOC(=O)c1c(C)nc(SCC(=O)Nc2ccc(OC)cc2)c(C#N)c1-c1ccco1
    6	3
32: Cc1ccc2cccc(NC(=O)C(F)(F)F)c2n1
    10	7
33: Cc1cc(N2CCN(c3cccc(C(F)(F)F)c3)CC2)n2nc(C)nc2n1
    -3	-1
34: O=S(=O)(Nc1nc2ccccc2nc1NCc1ccco1)c1ccc(Cl)cc1
    -1	-2
35: CCOC(=O)N1CCC2(O)CCCCC2C1c1ccc(F)cc1 (centres undefined)
    -3	3
36: COc1ccccc1CNC(=O)Cn1nnc(-c2ccncc2)n1
    -4	9
37: C=CCn1c(=N)n(CC(=O)OC)c2ccccc21
    -6	-12
38: COc1ccc(N2C(=O)CCC(C(=O)N3CCCCC3)C2c2ccc(F)cc2)cc1 (centres undefined)
    8	-17
39: CCC(O)c1cc2c(cc1NC(=O)c1ccc(C)cc1)OCCO2 (centres undefined)
    0	-2
40: O=C(CN(C(=O)CNC(=O)c1ccco1)c1ccc2c(c1)OCO2)NC1CCCCC1
    -6	-8
41: CCN1C(=O)c2ccc(C(=O)Nc3nccs3)cc2C1=O
    20	1
42: COc1ccc(S(=O)(=O)Nc2ccc(S(=O)(=O)Nc3ccc(F)cc3)cc2)cc1C
    -7	0
43: Cn1nnnc1SCC(=O)NCCCc1ccccc1
    -2	-7
44: CCC(C)c1ccc(NC(=O)c2cccs2)cc1 (centres undefined)
    -24	0
45: Nc1nc(Nc2ccc(Cl)cc2Cl)nc(C(F)(F)F)n1
    64*	-4
46: CN(Cc1ccccc1)c1ncnc2ccc(Br)cc12
    -10	-7
47: Fc1ccc(Cn2nnc3ccccc32)cc1
    -4	1
48: CN(C(=O)CSC1=NCCS1)c1ccccc1
    7	-4
49: COc1ccc(-c2c(C)nn(-c3ccccc3)c2N)cc1OC
    0	0
50: COCCNC(=O)C(c1ccc(C)o1)N(C(=O)c1snc(C(N)=O)c1N)c1cccc(C)c1 (centres undefined)
    9	-4
51: Cc1noc(C)c1COc1cccc(C(=O)OCC(=O)N2CC(=O)Nc3ccccc32)c1
    -8	-11
52: O=C(CCC1COc2ccccc2O1)NCc1ccco1 (centres undefined)
    -5	-1
53: Cc1ccccc1N1C(=O)c2sc3nc4c(c(=O)n3c2C1=O)CCC4
    1	4
54: COc1ccc(S(=O)(=O)N2CCCC(C(=O)NCCC3=CCCCC3)C2)cc1 (centres undefined)
    11	-8
55: COc1ccc(S(=O)(=O)N2CC3C4C=CC(C4)C3C2)cc1 (centres undefined)
    8	0
56: O=C(Cn1nnc(-c2ccccc2F)n1)Nc1ccc(S(=O)(=O)NC2CCCC2)cc1
    7	-1
57: O=c1cc(O)n(-c2ccccc2)c(=S)[nH]1
    33	-11
58: Cc1ccc(SCC(=O)O/N=C(\N)c2cccnc2)cc1
    11	-13
59: CC1(C)Cc2c(C#N)c(N3CCN(C(=O)c4ccccc4)CC3)nc(-c3ccco3)c2CS1
    -4	-6
60: FC(F)(F)c1cccc(NC(=S)Nc2cccc(Cl)c2)c1
    1	6

Further results
Values run as follows: esBAF inh	RAD54 inh
61: Cc1ccc(C(=O)CC2(O)C(=O)N(CCc3ccccc3)c3ccc(Br)cc32)o1 (centres undefined)
    -1	-7
62: O=S(=O)(c1cnccc1N1CCN(/N=C/c2ccc(Cl)cc2)CC1)N1CCCCC1
    0	5
63: O=C(Cn1nc(C(F)(F)F)c2c1CCC2)NCc1ccc(Cl)cc1
    -5	12
64: CC(=O)c1cc(C)ccc1OC(=O)c1cccnc1
    -7	2
65: COC(=O)CSc1snnc1-c1ccc(F)cc1
    -12	-5
66: O/N=C1/CCSc2ccccc21
    3	-10
67: CCC(c1nnc(SCC(=O)NC23CC4CC(CC(C4)C2)C3)o1)N(C)C (centres undefined)
    4	-8
68: CC(C)(C)NC(=O)CSc1nc2ccccc2n1-c1ccccc1
    7	0
69: CSc1ccc(-c2nc3cnccn3c2Nc2ccc3c(c2)OCO3)cc1
    2	-5
70: c1ccc(-c2csc(Cc3nnc4n3CCCCC4)n2)cc1
    -1	2
71: CCOC(=O)C1C(=O)CC(C)(O)C(C(=O)OCC)C1c1ccc(Br)cc1 (centres undefined)
    -7	-15
72: COc1ccc(-c2nc(SC)n(S(=O)(=O)c3ccccc3)n2)cc1
    53*	1
73: Cc1ccc(OCC(=O)Nc2ccccc2N2CCOCC2)c(C)c1
    -4	-7
74: CCCCn1c(=O)[nH]c(=O)c2c1nc(CN1C(=O)c3ccccc3S1(=O)=O)n2CCC
    4	8
75: Cc1ccc(NC(=O)NC2(C(=O)NCc3ccccc3)CCCCC2)cc1
    0	6
76: COc1ccc(Oc2cc(C)c3cccc(C)c3n2)cc1
    -11	4
77: CC(C)CCn1c(SCC(=O)c2ccccc2)nc2c1c(=O)[nH]c(=O)n2C
    -4	-1
78: C=CCNC(=O)c1c(N)n(-c2ccc3c(c2)OCO3)c2nc3ccccc3nc12
    -3	-3
79: Cc1ccccc1NC(=O)CN1C(=O)NC(C)(c2ccc3c(c2)OCO3)C1=O (centres undefined)
    -17	-9
80: CCCCOC(=O)c1ccc(NC(=O)Nc2ccc(OC)c(OC)c2)cc1
    2	-4
81: CCOc1ccc(/C=N/N(C)c2ccccc2)cc1OC
    86*	5
82: COc1ccc(CCNC(=O)c2cnn(-c3ccc(C)c(C)c3)c2NC(=O)c2ccco2)cc1OC
    -9	-10
83: O=C(Nc1cccc(S(=O)(=O)C(F)F)c1)c1ccc(S(=O)(=O)N2CCOCC2)cc1
    -2	-6
84: O=C(O)CCCCCNC(=O)c1ccccc1Br
    -4	3
85: O=C(Cn1cnc2ccccc2c1=O)c1cccs1
    5	6
86: O=C(Cn1cnc2ccc(Br)cc2c1=O)c1cccs1
    10	-2
87: O=C(NC1CCCc2ccccc21)c1cccnc1 (centres undefined)
    -8	-3
88: COc1ccc2c(c1)C1=NN(/C(C)=C\C(C)=O)C(c3ccccc3)C1CC2 (centres undefined)
    48*	5
89: COC(=O)c1[nH]c2ccc(Br)cc2c1NC(=O)CN1CCCCC1CCO (centres undefined)
    4	8
90: COC(=O)CCC(=O)OC1(C)C(=O)C2=CN(CC3CC3)C(c3ccc(OC)cc3)=CC2=C(Br)C1=O (centres undefined)
    6	4

Looked up above.
no. 90 – esBAF inh = 6
no. 86 – RAD54 inh = -2
no. 89 – RAD54 inh = 8

The listing continues.
Values run as follows: esBAF inh	RAD54 inh
91: Cc1cc(Cl)c(S(=O)(=O)NC(C(=O)O)C(C)C)cc1OCC(=O)NC1CCCCC1 (centres undefined)
    -8	7
92: COc1ccc(CCNS(=O)(=O)c2cccc3nsnc23)cc1OC
    -1	-4
93: C#CCOCCOCCOCCNc1nc(N2CCN(C(=O)[C@H](CCCCN)n3cc([C@@H](N)C(C)CC)nn3)CC2)nc(N2CCN(C(=O)[C@H](Cc3cc4ccccc4[nH]3)n3cc([C@@H](N)CC(C)C)nn3)CC2)n1 (some centres undefined)
    -4	60*
94: Cc1c(OC(=O)c2ccc([N+](=O)[O-])cc2)c2c(c[n+]1C)COC(C)(C)OC2
    5	4
95: Cc1ccc2nc3sc(C(=O)Nc4c(C)[nH]c(=O)[nH]c4=O)c(N)c3cc2c1
    9	-8
96: O=C(Nc1ccccc1)c1cc(-c2ccccc2Cl)no1
    56*	3
97: Cn1cnc([N+](=O)[O-])c1Nc1ccccc1O
    -3	-4
98: CN(C)c1nc(-c2ccccc2)nc(-c2ccc(Cl)cc2)c1C#N
    -6	1
99: CCOC(=O)c1ccccc1NC(=O)c1c(O)c2ccccc2n(CC)c1=O
    0	4
100: O=C(CN1CCN(Cc2ccc3c(c2)OCO3)CC1)Nc1ccc2c(c1)OCO2
    -1	-5
101: O=C(NCCN1CCCCCC1)C1CCN(S(=O)(=O)N2CCOCC2)CC1
    -13	1
102: Cc1c(Br)c(C(N)=O)nn1C
    9	2
103: Cc1cc(C)nc(NS(=O)(=O)c2ccc(NC(=O)CCCN3C(=O)c4ccccc4C3=O)cc2)n1
    2	-4
104: CN(Cc1nc2ccccc2n1C)S(=O)(=O)c1ccc(Cl)cc1
    -7	2
105: COc1ccc2[nH]c(C(=O)NCCCn3ccnc3)cc2c1
    0	5
106: CCCCN(CC)C(=O)CN1C(=O)c2ccccc2C1=O
    5	-10
107: COc1cc(-c2nnc3n2N=C(c2ccccc2)CS3)cc(OC)c1OC
    -22	9
108: O=C(COC(=O)c1cccnc1Nc1cccc(C(F)(F)F)c1)NCCN1C(=O)CSC1=O
    4	-6
109: CCN(CC)CCNC(=O)c1ccccc1N
    -5	-7
110: Cc1cccc(Sc2c([N+](=O)[O-])ncn2C)c1
    1	1
111: Cc1cc(Cl)c(S(=O)(=O)NC2CCCCC2)cc1OCC(=O)Nc1nncs1
    3	5
112: CCCn1c(NC(=O)c2cccc(C)c2C)nc2ccccc21
    27	-7
113: COc1ccc(-n2c(SC)nc(O)cc2=O)cc1
    -1	-14
114: CC(=O)Oc1ccccc1C1OC(=O)c2ccccc2N1C(C)=O (centres undefined)
    11	-2
115: COc1ccc(-n2c(O)c(C=NC3CC3)c(=O)[nH]c2=O)cc1
    2	6
116: COc1cccc(OC)c1C(=O)N1CCN(Cc2ccccc2C)CC1
    -6	1
117: O=C(NC1CCCCCC1)c1cc2n(n1)C(C(F)(F)F)CC(c1ccco1)N2 (centres undefined)
    -3	-9
118: COC(=O)C1=C(C)NC(=O)NC1c1cccc(OC)c1OCc1ccccc1 (centres undefined)
    -4	-3
119: Cc1ccc(NC(=O)c2ccc3c(c2)OCCO3)cc1
    -51	0
120: COc1ccc(C2CC(c3ccccc3Cl)Nc3ncnn32)cc1OC (centres undefined)
    3	7
121: C#Cc1ccc(C(=O)Nc2cc(C(N)=O)ccc2N2CCOCC2)cc1
    -13	-15
122: CCOC(=O)C1C(=O)NC(c2ccccc2)=NC1c1ccc(F)cc1 (centres undefined)
    -3	-1

Results in sequence from the entries so far:
Compounds 114 to 120 in esBAF inh: 11, 2, -6, -3, -4, -51, 3
Compounds 114 to 120 in RAD54 inh: -2, 6, 1, -9, -3, 0, 7

One compound at a time (already shown). Order of values: esBAF inh	RAD54 inh
Cc1cc(Cl)c(S(=O)(=O)NC2CCCCC2)cc1OCC(=O)Nc1nncs1 reads 3	5
CC(=O)Oc1ccccc1C1OC(=O)c2ccccc2N1C(C)=O (centres undefined) reads 11	-2
